# Source: PubChem
# Rtt109 Vps75 = inhibitors of Candida albicans Rtt109/Vps75 histone acetyltransferase; 330,000 compounds, 0.16% hits; AID 540336; inhibition, % at 34.9 µM; Q5AAJ8; purified Rtt109/Vps75, ThioGlo CoA-SH fluorescence, 4 h;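 active means inhibition of at least 50% in every replicate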
# V-ATPase pHluor = regulators of yeast V-ATPase proton transport. 350,000 compounds, 0.37% hits. S. cerevisiae, pHLuorin cytosolic pH fluorescence. response, % at 10 µM. AID 504577; in the data active means response mostly above about 7.3%, no sharp cut-off; inactive means mostly below about 5.4%; further: actives read high; inactives centre near 0; some compounds called inactive have numbers as strong as hits
# Tat transport = inhibitors of E. coli Tat protein transport; inhibition, % at 10 µM; E. coli MC4100 TorA-mCherry Tat export, fluorescence; AID 488895; 340,000 compounds, 0.036% hits;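 active means mean replicate inhibition at least 50% and at least half of replicates individually reaching 50%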;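 further: exported cargo escapes ClpAP degradation while cytoplasmic cargo is degraded and loses fluorescence; 0% = median of neutral control wells and 100% = median of NaSCN control wells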
# CDK5 p35 inh = CDK5/p35 (human) kinase inhibition | Recombinant CDK5/p35, ADP-Glo luminescence, 60 min | inhibition, % at 10 µM | 330,000 compounds, 0.01% hits;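 active means highest replicate inhibition of at least 50% and at least 75% of replicates reaching 50%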;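 further: plate controls were DMSO neutral control for no effect and GW8510 at 10 µM for full effect; many of its hits are not listed in these tables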
# Target sequence (Q00535 whole entry, looked up): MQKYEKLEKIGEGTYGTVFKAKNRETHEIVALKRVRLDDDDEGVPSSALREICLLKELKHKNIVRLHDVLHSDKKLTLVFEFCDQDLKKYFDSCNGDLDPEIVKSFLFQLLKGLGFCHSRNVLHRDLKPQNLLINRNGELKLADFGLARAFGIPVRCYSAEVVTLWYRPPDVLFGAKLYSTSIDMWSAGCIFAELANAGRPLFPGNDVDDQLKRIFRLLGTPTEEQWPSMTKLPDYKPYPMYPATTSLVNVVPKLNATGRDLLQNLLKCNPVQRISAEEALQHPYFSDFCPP
# Target sequence (Q15078 whole entry, looked up): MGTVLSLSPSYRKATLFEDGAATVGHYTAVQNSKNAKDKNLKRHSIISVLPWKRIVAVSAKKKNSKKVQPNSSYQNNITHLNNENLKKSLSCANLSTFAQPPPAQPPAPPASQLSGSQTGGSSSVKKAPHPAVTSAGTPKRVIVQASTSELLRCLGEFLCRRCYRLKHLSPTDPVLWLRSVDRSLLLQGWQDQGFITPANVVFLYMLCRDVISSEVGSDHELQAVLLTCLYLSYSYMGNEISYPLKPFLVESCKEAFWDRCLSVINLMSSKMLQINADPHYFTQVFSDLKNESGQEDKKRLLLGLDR
# MITF TRPM1 HTS = activators of MITF-driven TRPM1 promoter activity in SK-MEL-5 cells | SK-MEL-5 TRPM1-promoter luciferase, 24 h; % of positive control, neutral wells = 0 | 300,000 compounds, 0.75% hits | activation, % at 12.5 µM;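 active means mean activation of at least 80% with every replicate also reaching 80%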;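 further: 0% = neutral control wells and 100% = parthenolide positive control wells; values of inactives mirror those of a sister screen read the other way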
# Wnt bcat act = activators of Wnt/beta-catenin signaling | activation, % at 9.35 µM | Wnt/beta-catenin reporter cell assay, activator, plate reader | 300,000 compounds, 1.2% hits | AID 743398; in the data active means activation above about 30%, passing the limit was not always enough;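 further: 0% = neutral control wells and 100% = positive control wells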
# CAL PDZ FP-1 = human CAL PDZ-peptide interaction inhibition; Q9HD26; purified CAL PDZ, TMR-peptide fluorescence polarization, 1 h; inhibition, % at 20 µM; 330,000 compounds, 0.02% hits; AID 504414;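 active means highest replicate inhibition of at least 40%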;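 further: plate controls were DMSO neutral control wells for no effect and unlabeled competitor peptide control wells for full effect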
#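 Control set: unlabelled peptide and DMSO controls / Material: purified CerCALP PDZ construct / Timing: 1 h incubation at room temperature before polarization reading / Doses: 20 µM, one dose / Detection: fluorescence polarization (mP)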
# dFosB act = activators of mouse delta FosB homodimer; purified delta FosB, TAMRA-CDK5 oligo fluorescence polarization; percent of positive-control signal above neutral wells; P13346; AID 493131; 340,000 compounds, 0.99% hits; activation, % at 25 µM;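 active means mean activation above about 17%, with every replicate also reaching it, limit read from the data, passing the limit was not always enough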;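 further: fluorescence polarization rise as delta FosB binds a TAMRA Cdk5 AP-1 oligo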
# Target sequence (P13346 whole entry, looked up): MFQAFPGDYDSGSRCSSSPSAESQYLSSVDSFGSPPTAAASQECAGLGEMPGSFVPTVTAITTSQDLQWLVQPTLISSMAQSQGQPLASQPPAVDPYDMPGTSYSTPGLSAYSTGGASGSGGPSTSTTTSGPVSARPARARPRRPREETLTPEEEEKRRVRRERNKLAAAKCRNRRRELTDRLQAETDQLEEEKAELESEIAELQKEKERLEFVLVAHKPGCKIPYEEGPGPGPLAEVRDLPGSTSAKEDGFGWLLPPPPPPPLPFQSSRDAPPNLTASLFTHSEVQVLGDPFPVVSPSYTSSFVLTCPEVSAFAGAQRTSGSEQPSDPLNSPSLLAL
# RTF Ca sens act = cardiac RTF calcium sensitization; IANBD-labeled TnC RTF fluorescence at EC20 calcium; 0% EC20 calcium, 100% full calcium; activation, % at 7.2 µM; 340,000 compounds, 0.24% hits; AID 493008;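 active means activation above the mean over all tested compounds plus 3 SD, cut at about 30% in these data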;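 further: rise in fluorescence read as greater calcium sensitivity of cardiac thin filaments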
# CAL PDZ FP-2 = blocks peptide binding to the human CAL PDZ domain | purified CAL PDZ, TMR-peptide fluorescence polarization, 1 h | 300,000 compounds, 0.92% hits | Q9HD26 | inhibition, % at 24.9 µM | AID 602252;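 active means mean inhibition of at least 30% with at least half of replicates also reaching 30%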;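 further: 0% = DMSO neutral control and 100% = excess unlabeled competitor peptide PRC23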
# An asterisk follows results filed as active; · = no result given. This is a random part of the collection. About 4.1% of those tested had a hit in this group.
SMILES,Rtt109 Vps75,V-ATPase pHluor,Tat transport,CDK5 p35 inh,MITF TRPM1 HTS,Wnt bcat act,CAL PDZ FP-1,dFosB act,RTF Ca sens act,CAL PDZ FP-2
Cn1c(=O)c2c(nc(CN3CCN(Cc4ccccc4)CC3)n2Cc2cccc(Cl)c2)n(C)c1=O,21.0,1.3,3.3,1.5,6.2,-7.7,-1.7,-12.3,8.0,·
CC1CN(C(=S)SCC(=O)c2ccccc2)CC(C)O1 (stereo unspecified),4.6,-1.0,-4.0,0.1,23.3,·,-0.2,3.2,-0.8,-6.6
COCCn1c(C)cc(C(=O)COC(=O)c2ccc(N3CCCC3=O)cc2)c1C,-3.3,-2.6,-0.1,-0.1,·,·,0.2,-8.4,6.3,-2.5
O=C(Nc1cccc(NC(=O)c2cccs2)c1)c1ccc2c(c1)OCO2,16.3,-1.8,-2.2,-1.2,2.5,2.8,-4.5,-12.2,3.4,-7.4
CCN(CC(=O)Nc1c(F)cccc1F)C(=O)c1cccc(S(=O)(=O)N2CCCc3ccccc32)c1,14.1,6.1,3.1,-2.0,-8.0,-2.2,-0.6,-3.6,-3.0,-1.7
CCOC(=O)c1cccc2c(=O)c(C(=O)c3ccc(Cl)cc3)c(C(=O)OC)[nH]c12,0.5,-0.9,-1.2,0.7,-3.2,29.8,-2.3,-3.8,-3.5,-0.6
Cc1cc(C)cc(NC(=O)CN2CCc3ccccc3C2)c1,·,-0.3,3.4,-1.9,-0.7,·,-1.7,-7.7,-8.5,-3.7
Cc1ccc(S(=O)(=O)N2CCN(C(=O)CSc3nccn3C)CC2)cc1,-1.2,-6.4,0.5,0.2,3.5,0.3,-2.5,-0.8,-0.6,-1.6
COc1ccc(C2=NO[C@@H]3[C@@H]4C[C@@H]([C@H]5C(=O)N(c6ccc7c(c6)OCO7)C(=O)[C@@H]45)[C@H]23)cc1OC,3.6,1.6,4.2,-0.5,4.6,-2.7,-0.2,-7.8,2.8,-4.4
Cc1cccn2c(=S)[nH]nc12,-7.6,-3.6,1.5,1.2,1.2,-2.4,0.0,3.7,0.0,-3.6
CCCCOc1ccc(/C=C(\C(=O)O)c2ccc(S(=O)(=O)N3CCCC3)s2)cc1,9.7,3.0,2.8,-3.6,-6.0,0.6,-2.7,-3.0,-5.2,-5.3
O=C(CS(=O)(=O)Cc1ccccc1)NCC1CCCO1 (stereo unspecified),-0.3,0.1,-1.8,1.1,·,3.0,-2.6,-1.9,5.0,-0.5
O=C(CSc1nc2ccccc2[nH]1)N/N=C/C=C\c1ccccc1[N+](=O)[O-],13.0,2.2,9.3,-2.5,-8.3,·,-2.7,-2.7,-2.2,0.5
COc1ccc(-c2nnn(Cc3ccccc3)n2)cc1OC,-2.4,-3.3,-2.4,0.9,26.5,0.9,0.3,4.0,-2.2,0.0
COCCNC(=O)C(c1ccncc1)N(Cc1ccccc1)C(=O)Cn1nnc2ccccc21 (stereo unspecified),-1.8,-3.2,6.2,0.1,4.3,13.1,-0.5,-9.5,-2.6,1.0
COc1ccc(/C=C/C(=O)c2ccc3c4c(cccc24)CC3)cc1,1.3,1.2,-5.2,0.3,54.4,-0.4,-1.3,-7.5,0.4,-0.1
COC(=O)Cc1ccc(NC(=S)N2CCN(C)CC2)cc1,-7.3,0.1,-3.6,2.0,4.7,10.9,-2.1,0.6,-2.1,0.6
COC(=O)c1ccc(NC(=O)CNC(=O)C2CCCCC2)cc1,-3.1,2.0,-1.3,-0.6,-0.3,-1.4,-2.0,-2.2,4.3,-5.1
COc1ccccc1C(=O)N1CCN=C1SC,-2.7,-0.7,-6.8,0.8,-14.2,·,·,1.5,-4.3,-3.5
COc1ccc(Cl)cc1NC(=O)c1cccc(N2C(=O)C3CC=CCC3C2=O)c1 (stereo unspecified),-5.5,1.5,-2.6,-1.6,-4.1,-0.6,-2.5,-10.1,-3.0,-8.2
CCN(C(=O)COC(=O)C(C)(C)Oc1ccc(Cl)cc1)c1c(N)n(Cc2ccccc2)c(=O)[nH]c1=O,0.8,-9.6,5.7,0.3,5.3,-0.8,-0.7,0.7,-7.1,-0.5
CCn1c2ccccc2c2cc(NC(=O)CNCC3CCCO3)ccc21 (stereo unspecified),1.0,0.5,21.3,-1.0,-9.1,-2.2,1.6,-4.5,2.2,0.5
CCC(C)Sc1nc(O)cc(=O)[nH]1 (stereo unspecified),-5.6,-2.7,-4.5,0.7,-4.5,·,·,-0.6,-4.8,-2.5
CCN(CC)CCNC(=O)c1c(O)c2cc(OC)c(OC)cc2[nH]c1=O,3.0,1.5,-16.2,-0.8,-1.3,·,-3.0,24.0*,0.0,-6.0
O=C(CCNC(=O)C1CCN(S(=O)(=O)c2ccccc2)CC1)NCc1ccc(Cl)cc1Cl,-4.6,-2.7,-4.1,0.4,-1.3,0.1,-2.8,-7.0,3.0,0.4
CCC(O)(CC)C(=O)NN(C(=O)CCl)c1ccccc1,3.4,0.3,-13.9,0.1,-5.1,-1.3,0.2,7.5,7.9,-2.5
CN(C)c1nc(N)nc(Nc2ccccc2C#N)n1,-8.5,-0.7,-5.1,0.9,·,-0.8,0.1,-6.0,1.6,-4.8
S=c1nc(-c2ccccc2)c(-c2ccccc2)n[nH]1,1.9,3.7,-1.5,3.8,9.0,-1.7,-0.9,4.6,-1.6,-5.1
O=C(CCn1nc(-c2ccccc2)ccc1=O)N1CCOCC1,-2.1,-1.9,14.6,·,0.7,0.8,0.2,3.0,-5.0,-2.1
Cc1ccc(NC(=O)c2cccc(C(=O)Nc3ccc(C)cc3C(=O)O)c2)c(C(=O)O)c1,·,-1.5,-4.1,-0.3,1.0,-1.3,-2.4,4.2,-7.5,-20.6
O=C(NCCc1ccccc1)[C@@H]1CC=C[C@@H]2CCN(Cc3ccc(Cl)c(Cl)c3)C(=O)[C@@H]21,3.4,-0.6,13.6,0.1,-9.9,-2.1,-0.3,-20.4,1.9,-3.9
CCC(C)NC(=O)C1CCN(S(=O)(=O)c2cccnc2)CC1 (stereo unspecified),-3.7,-0.4,-0.5,-1.0,12.7,·,1.2,2.3,-1.0,-5.0
COc1ccccc1CCCNC(=O)C1CCC(=O)N(CCc2cccc(F)c2)C1 (stereo unspecified),-7.4,-0.5,3.6,-2.0,4.8,0.7,-4.3,-7.3,1.6,-2.9
Cc1cc2oc(=O)cc(CN3CCOCC3)c2c(C)c1Cl,-1.3,-3.1,4.5,-1.4,3.0,2.1,-0.8,-15.7,0.3,1.1
COc1ccc(OCC(=O)c2c(O)c3ccccc3oc2=O)cc1,-1.8,15.7*,7.4,-1.0,-4.0,-4.3,-1.3,-6.5,5.4,·
O=C(COC(=O)CCCSc1nc2ccccc2[nH]1)Nc1ccc(Cl)cc1,-14.3,-2.9,-1.6,2.3,-2.8,-2.7,0.0,-6.4,-0.4,-2.9
O=C1OC(/C=C/c2ccc(Cl)cc2Cl)=NC/1=C\c1cccs1,0.8,-1.2,4.8,-0.3,1.7,-0.7,-3.1,-6.9,6.2,-2.0
CC(C)Oc1ccc(C2C(C(=O)c3ccco3)=C(O)C(=O)N2Cc2cccnc2)cc1 (stereo unspecified),-3.6,-3.1,-4.4,-1.1,7.6,·,-2.3,3.9,2.3,-1.7
CCOC(=O)N1CCC(NCCNC(=O)c2ccccc2Cl)CC1,0.3,-2.2,1.5,-0.4,16.3,-5.0,-0.3,3.7,1.0,-2.2
Cc1ccc(N(CC(=O)NCCSc2ccccn2)S(=O)(=O)c2ccc(F)cc2)cc1,-52.8,4.0,2.2,-0.3,-13.1,-1.0,-0.8,-11.9,-7.5,0.7
Cc1nn(Cc2ccc(C(=O)NC(C)(C)C)o2)c(C)c1Br,-9.1,-3.0,-8.7,-0.5,-14.3,·,-0.1,-3.6,4.5,-2.3
Cc1ccc(S(=O)(=O)N2CCN(C(=O)COC(=O)C3CCC3)CC2)cc1,-0.7,1.0,-10.6,-0.5,0.9,3.0,-0.3,-2.2,-3.8,·
Cc1[nH]c(C)c(S(=O)(=O)Nc2ccc(OC(F)(F)F)cc2)c1C(=O)N1CCCCC1,34.6,-1.4,4.1,1.6,-8.3,-3.2,-1.2,-6.3,-5.3,-6.1
CCN(CC)c1cc(Oc2ccccc2)ncn1,-1.7,-1.2,3.0,-0.6,·,13.7,-2.6,2.1,-1.9,-6.2
C=CCN(c1ccc(C(=O)OC)cc1)S(=O)(=O)c1ccccc1,-16.1,-1.9,22.3,0.1,16.2,-4.4,-3.4,-4.2,4.4,-0.7
CC(=O)c1c(C)[nH]c(C(=O)OCC(=O)Nc2ccccc2Cl)c1C,0.6,5.0,-1.2,-2.2,-15.1,12.2,-5.6,-5.6,-1.3,0.6
COc1ccc(NC(=O)O/N=C/c2c(C)nn(C(C)(C)C)c2C)cc1,-12.7,3.7,-4.5,0.1,70.5,5.4,0.1,-0.6,2.9,-1.8
O=C1C(Cc2ccccc2)NC(=S)N1Cc1ccccc1 (stereo unspecified),-2.3,0.6,2.5,2.0,-11.0,7.6,-1.2,-7.7,-2.6,2.9
CC(C)c1nc2cc(Cl)ccc2n(Cc2ccccc2)c1=O,0.4,-2.6,6.0,-1.7,12.4,-1.0,-0.1,-4.7,-2.0,·
COc1cccc(NC(=O)c2ccc(CN3CCN(c4ccccc4)CC3)cc2)c1,7.1,6.4,1.5,1.7,·,·,-1.0,-6.6,6.9,-2.1
CCOC(=O)N1CCN(C2=C(NS(=O)(=O)c3ccc(NC(C)=O)cc3)C(=O)c3ccccc3C2=O)CC1,16.7,0.3,-3.2,1.1,-33.2,-1.6,0.3,-4.7,-3.1,·
CCN(CC)c1ccc(/C=N/NC(=O)c2cccc(S(=O)(=O)Nc3ccccc3OC)c2)cc1,-12.6,-1.4,0.2,0.9,21.4,-11.2,-0.9,-0.3,2.8,3.7
O=C(Nc1ccccc1O)c1cccc(S(=O)(=O)Nc2ccccc2O)c1,-0.9,0.7,-6.8,1.1,-11.0,1.3,-2.3,3.6,-2.2,-4.4
Cc1ccc(S(=O)(=O)N2CCN(C(=O)COC(=O)/C=C/c3ccccc3F)CC2)c(C)c1,6.6,0.3,-2.1,0.4,·,-1.6,-0.4,4.1,3.1,5.0

# Entries above with a COOH group (2):
SMILES,Rtt109 Vps75,V-ATPase pHluor,Tat transport,CDK5 p35 inh,MITF TRPM1 HTS,Wnt bcat act,CAL PDZ FP-1,dFosB act,RTF Ca sens act,CAL PDZ FP-2
CCCCOc1ccc(/C=C(\C(=O)O)c2ccc(S(=O)(=O)N3CCCC3)s2)cc1,9.7,3.0,2.8,-3.6,-6.0,0.6,-2.7,-3.0,-5.2,-5.3
Cc1ccc(NC(=O)c2cccc(C(=O)Nc3ccc(C)cc3C(=O)O)c2)c(C(=O)O)c1,·,-1.5,-4.1,-0.3,1.0,-1.3,-2.4,4.2,-7.5,-20.6

# Entries of single compounds from above. Screens in order: Rtt109 Vps75 | V-ATPase pHluor | Tat transport | CDK5 p35 inh | MITF TRPM1 HTS | Wnt bcat act | CAL PDZ FP-1 | dFosB act | RTF Ca sens act | CAL PDZ FP-2
# Record of Cc1cc2oc(=O)cc(CN3CCOCC3)c2c(C)c1Cl : -1.3 | -3.1 | 4.5 | -1.4 | 3.0 | 2.1 | -0.8 | -15.7 | 0.3 | 1.1
# Record of CC(C)Oc1ccc(C2C(C(=O)c3ccco3)=C(O)C(=O)N2Cc2cccnc2)cc1 (stereo unspecified) : -3.6 | -3.1 | -4.4 | -1.1 | 7.6 | · | -2.3 | 3.9 | 2.3 | -1.7
